From PubChem
HIV fusion peptide – inhibitors of HIV fusion peptide binding, primary screen, biochemical, uHTS, fluorescence dequenching (AID 1986). cell-free peptide binding, fluorescence dequenching, 30 min; higher % means a stronger effect. 0.3% of 290,000 active. inhibition, % at 20 µM, or IC50 in µM where a hit was titrated; in the data active means inhibition mostly above about 52%, no sharp cut-off; inactive means mostly below about 76%; further: some results filed as inactive read as strong as hits
RSV antiviral HEp-2 – RSV antiviral activity via CPE protection, HEp-2 cells, primary 10 µM value included (AID 2391); HEp-2 cells, RSV-induced CPE inhibition; higher % means a stronger effect; 0.13% of 310,000 active; one-dose CPE inhibition, % at 10 µM; IC50 in µM for titrated hits; in the data active means a potency from the dose series; inconclusive means CPE inhibition mostly from about 23% at the one dose, without a potency; inactive means the rest, 99 in 100 with CPE inhibition below about 21%; further: strong numbers were not always called active
SV40 large T antigen – TAg ATPase/helicase activity blockers – biochemical (AID 1903) | inhibition, % at 20 µM, or IC50 in µM where a hit was titrated | SV40 large T antigen ATPase/helicase inhibition assay; higher % means a stronger effect | 0.39% of 310,000 active; in the data active means a potency from the dose series; inconclusive means inhibition mostly from about 32% at the one dose, without a potency; inactive means the rest, 99 in 100 with inhibition below about 32%; further: strong numbers were not always called active
Siah-1 displacement – blockers of Siah-1 interaction with plectin peptide – biochemical, fluorescence polarization, rhodamine-plectin, uHTS, primary screen (AID 1817). displacement, % at 20 µM, or IC50 in µM where a hit was titrated. Siah-1 / rhodamine-plectin peptide fluorescence polarization; higher % means a stronger effect. 0.02% of 290,000 active;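 active means displacement of at least 50% at 20 µM, with a fluorescence ratio check between 0.3 and a set limit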;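 further: plate controls were Siah plus tracer with DMSO for no effect and tracer alone without Siah for full effect; strong numbers were not always called active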
Rac1 GTP hydrolysis – MgcRacGAP GTPase-activating activity inhibitors, confirmation, biochemical, ADP Hunter fluorescence. 0.6% of 340,000 active. one-dose inhibition, % at 30 µM; IC50 in µM for titrated hits. MgcRacGAP-stimulated Rac1 GTP hydrolysis, ADP Hunter fluorescence; higher % means a stronger effect; GST-tagged Rac1 F28L mutant substrate. AID 624330;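 active means first-screen hits whose inhibition reached a set limit at any dose in the follow-up dose series; inconclusive means inhibition above the set first-screen limit but never retested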;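 further: fluorescence reports GDP produced by GAP-driven GTP hydrolysis; strong numbers were not always called active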
XIAP displacement – XIAP antagonists, biochemical, IAP family, fluorescence polarization (AID 1018) | XIAP BIR domain, fluorescence polarization peptide displacement; higher % means a stronger effect | displacement, % at 20 µM; hits with a dose series show IC50 in µM | 0.007% of 200,000 active; in the data active means displacement above about 50%; further: a part of the inactive calls stands beside numbers as strong as those of hits
LYP phosphatase – inhibitors of LYP phosphatase, biochemical, fluorescence intensity, uHTS (AID 1779); recombinant LYP phosphatase, fluorescence intensity; higher % means a stronger effect; inhibition, % at 11.5 µM, or IC50 in µM where a hit was titrated; 0.054% of 290,000 active; in the data active means inhibition above about 50%;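 further: plate controls were vehicle with enzyme for no effect and no enzyme for full effect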
AID2073 – inhibitors of Mint1-CaV2.2 protein interaction, biochemical, HTRF (AID 2073); HTRF protein-protein interaction, Mint1-CaV2.2; higher % means a stronger effect; inhibition, % at 20 µM; hits with a dose series show IC50 in µM; 0.19% of 290,000 active; in the data active means inhibition mostly above about 51%, no sharp cut-off; inconclusive means no clear call, values can overlap the other calls; inactive means mostly below about 53%; further: some results filed as inactive read as strong as hits
Dengue-2 NS5 capping – Dengue-2 NS5 methyltransferase inhibitors, primary screen, biochemical, confirmation dose response (AID 588689); Dengue-2 NS5 methyltransferase capping enzyme assay, biochemical; higher % means a stronger effect; one-dose inhibition, % at 25 µM; IC50 in µM for titrated hits; 0.3% of 340,000 active; in the data active means a potency from the dose series; inconclusive means inhibition above about 29% without an active follow-up result
Dengue-2 NS5 capping pilot replicate – second read-out of Dengue-2 NS5 capping, no call of its own (marks repeat the call); inhibition, %; measured here: pilot screen replicate inhibition
* marks the source's active call; other numbers are inactive results; ? = inconclusive; . = not tested or not shown.

SMILES	HIV fusion peptide	RSV antiviral HEp-2	SV40 large T antigen	Siah-1 displacement	Rac1 GTP hydrolysis	XIAP displacement	LYP phosphatase	AID2073	Dengue-2 NS5 capping	others
O=C(O)c1cc2ccccc2oc1=O	-0.8%	1.2%	3.4%	3.2%	0.1%	0.3%	3.9%	5.4%	-6.3%
CC(=NCCc1ccccc1)c1c(O)[nH]c(=O)[nH]c1=O	-0.1%	3.2%	13.6%	-1.4%	0.6%	.	-9.8%	-7.8%	4.6%
O=C1NC(=O)N(c2ccc(Cl)cc2)C(=O)/C1=C\c1ccc(Sc2nc3ccccc3[nH]2)o1	60.1%	7.7%	18.8µM*	8.3%	?	-1.2%	-3.1%	18.2%	?
CC(=NCC1CCCO1)c1c(O)n(-c2ccccc2)c(=O)[nH]c1=O (configuration not stated)	0.4%	-0.1%	7.5%	1.1%	11.5%	-3.0%	-6.0%	-1.5%	9.5%
Nc1ccnn1C1CCNCC1	-1.3%	0.0%	-0.9%	4.7%	5.7%	-2.8%	-3.5%	-6.2%	6.2%	Dengue-2 NS5 capping pilot replicate=-1.5
CN(C)CC1CCCCC1OC(=O)Cc1ccc(Cl)c([N+](=O)[O-])c1 (configuration not stated)	2.6%	1.9%	12.7%	12.9%	5.6%	.	-7.2%	14.4%	-8.3%
C(=N\NC1=NCCCCC1)/c1c[nH]c2ccccc12	-1.5%	3.4%	31.2%	-7.7%	7.8%	.	-2.3%	4.5%	-3.9%
Cc1cc(OCc2nn[nH]n2)c2c3c(c(=O)oc2c1)CCC3	-2.1%	0.2%	18.6%	4.9%	3.3%	-0.7%	-0.4%	2.5%	6.9%	Dengue-2 NS5 capping pilot replicate=-3.9
CSc1nc(N2CCN(C)CC2)c2ccccc2n1	0.7%	-0.4%	8.0%	1.0%	12.2%	-4.0%	-5.5%	3.7%	-3.7%
O=C1NC(=O)C(=Cc2ccc(OCCOc3ccc([N+](=O)[O-])cc3)cc2)C(=O)N1	1.5%	0.9%	68.6%	6.3%	?	-5.2%	5.8%	29.5%	24.3%
O=C(Cc1ccccc1)N1CCN(Cc2ccccn2)CC1	0.4%	1.5%	3.6%	-1.1%	11.7%	-5.0%	-3.6%	2.3%	1.6%
CN(C)C(=O)Oc1ccc2c(c1)O/C(=C\c1ccc(Cl)cc1)C2=O	-4.5%	4.0%	7.4%	2.0%	11.2%	.	-2.1%	-2.1%	-0.7%
O=C1CN=C(c2ccc(Br)cc2)c2oc3ccccc3c2N1	4.0%	1.8%	5.9%	-0.4%	-0.2%	-3.9%	10.7%	5.1%	7.0%
C/C=C1/CN2C3CC1C(CO)(C(=O)OC)C2Cc1c3n(C)c2ccccc12 (configuration not stated)	-0.1%	2.6%	-1.9%	11.5%	0.7%	.	-4.0%	-0.2%	0.7%
O=P1(NCCCn2cc[n+](Cc3nc4ccccc4[nH]3)c2)C=C(c2ccccc2)OC(c2ccccc2)=C1	0.7%	-0.8%	8.6%	-0.2%	19.4%	.	-8.6%	27.9%	-7.1%
O=C1NC(=O)N(c2ccc(F)cc2)C(=O)/C1=C/c1ccc2c(c1)CCCN2Cc1ccccc1	56.3%*	.	26.9%	2.9%	15.0%	-5.6%	10.9%	17.3%	5.8%
Cc1ccc(OCC(=O)N2CCN(C3CCC(c4ccccc4)CC3)CC2)cc1 (configuration not stated)	1.1%	-3.2%	4.5%	-1.5%	16.4%	1.0%	-5.8%	-6.7%	-7.5%
O=C(NC[P+](=O)O)OCc1ccccc1	-0.9%	-1.4%	6.1%	5.6%	0.8%	-2.2%	-11.4%	0.7%	4.8%
CN(C)c1ccc(/C=C/[N+](=O)[O-])cc1	6.2%	4.5%	9.1%	-0.6%	11.7%	-16.1%	4.1%	0.4%	-56.0%
O=C(Nc1ccccc1)N1CCC2(CC1)OCCO2	2.3%	1.8%	1.6%	-0.8%	7.2%	-2.1%	-6.1%	12.1%	0.9%
COc1ccc(NP(=O)(Oc2ccc(Cl)cc2)Oc2ccc(Cl)cc2)cc1OC	1.3%	1.4%	10.1%	-0.7%	-2.5%	-6.5%	2.5%	?	-1.9%
COc1cccc(NC(=O)[C@@H](NC(=O)N2C[C@H]3C[C@@H](C2)c2cccc(=O)n2C3)C(C)C)c1	0.5%	.	3.5%	-4.0%	0.5%	.	-8.4%	4.7%	-1.4%
Cc1ccc(N2C(=O)CC(=O)NC2=O)cc1Cl	7.6%	1.3%	21.3%	-1.6%	12.7%	.	-9.6%	10.2%	-35.1%
CCOC(=O)c1c(C)n(CC(O)CN2CCOCC2)c2cc(Br)c(OC)cc12 (configuration not stated)	-1.0%	1.7%	11.6%	5.0%	5.9%	-2.4%	-6.1%	-7.6%	-3.0%
O=Cc1cn(Cc2c(F)cccc2Cl)nc1-c1ccccc1	.	19.6%	10.4%	.	1.2%	.	.	.	-5.4%
SMILES	HIV fusion peptide	RSV antiviral HEp-2	SV40 large T antigen	Siah-1 displacement	Rac1 GTP hydrolysis	XIAP displacement	LYP phosphatase	AID2073	Dengue-2 NS5 capping	others
O=C1NC(=O)N(c2ccc(Cl)cc2)C(=O)/C1=C/c1coc2ccc(O)cc2c1=O	22.1%	1.2%	>100µM*	-4.6%	?	.	-3.9%	16.9%	14.7%
COc1ccc(NC(=O)c2cn(CCC#N)nc2-c2cccc(Br)c2)cc1	-2.1%	2.9%	22.5%	5.3%	9.9%	.	-3.5%	7.5%	-9.9%	Dengue-2 NS5 capping pilot replicate=0.0
Cc1oc2ccc(OC(=O)N(C)C)cc2c1C(=O)OC(C)C	2.2%	2.8%	0.7%	-0.8%	-4.1%	-1.4%	0.3%	-2.0%	-5.6%	Dengue-2 NS5 capping pilot replicate=-5.8
CCN1CCN(C(=O)COc2ccc(S(=O)(=O)NC(C)C)cc2)CC1	-1.5%	0.2%	2.7%	-6.1%	4.0%	-2.8%	-2.6%	8.6%	-0.7%
Cc1cccc(OP(=O)(Oc2cccc(C)c2)OC(c2ccccc2)C(F)(F)F)c1 (configuration not stated)	2.2%	17.7%	4.4%	6.0%	7.9%	-0.5%	7.1%	-8.0%	-2.9%
NS(=O)(=O)c1ccc(N=Cc2c(O)n(C3CCCCC3)c(=O)n(C3CCCCC3)c2=O)cc1	16.4%	-2.4%	8.5%	3.5%	0.8%	-2.2%	1.1%	-18.3%	-41.6%
Cc1cc(OCC(=O)OC(C)(C)C)c2c3c(c(=O)oc2c1)CCC3	38.6%	3.0%	.	-0.3%	-7.1%	-5.2%	-11.8%	7.4%	-4.0%
CSc1ccc(CN2CCN(Cc3ccccc3Cl)CC2)cc1	-0.7%	0.5%	4.3%	4.3%	95.1µM*	2.2%	-6.8%	-9.0%	-4.0%
Cc1cc(C)nc(NS(=O)(=O)c2ccc(N=Cc3c(O)n(C)c(=O)n(C)c3=O)cc2)n1	67.7%	1.8%	6.8%	19.5%	.	-13.5%	-0.7%	1.3%	.
C[C@]12CCC(=O)C=C1CC[C@@H]1[C@@H]2CC[C@@]2(C)[C@H]1CC[C@]2(C)O	-0.7%	.	4.0%	1.3%	1.0%	-2.5%	-7.1%	-0.1%	-2.7%
CN1CCN(c2ccc(NC(=O)Oc3ccccc3)cc2)CC1	-1.9%	0.0%	23.4%	3.7%	25.8%	-4.0%	-10.2%	-22.2%	1.5%
O=C(Cn1ncc2ccsc2c1=O)N1CCC2(CC1)OCCO2	-1.3%	-0.1%	-2.4%	-3.6%	3.9%	-5.4%	-12.6%	-10.2%	0.8%
COc1ccc(-c2nn(CCC#N)cc2C(=O)Nc2ccccc2Cl)cc1	0.5%	0.4%	4.7%	-8.0%	8.4%	.	-4.4%	8.6%	-12.4%
CCOC(C(=O)OCCCN(CC)CC)(c1ccccc1)c1ccccc1	-0.6%	-1.3%	1.4%	-1.9%	0.0%	-0.4%	-13.5%	10.0%	-9.6%
Cc1ccc(CN2CCN(C)CC2)c(C)c1	0.8%	1.3%	2.3%	6.5%	-1.6%	2.1%	1.1%	2.6%	2.5%	Dengue-2 NS5 capping pilot replicate=0.9
C=CCC1(CN2CCCC2=O)C(=O)NC(=O)NC1=O	4.3%	6.2%	0.7%	-1.6%	10.8%	-1.0%	-9.8%	-5.4%	-0.5%
CC(C)Oc1ccc(Cc2c(O)[nH]c(=O)[nH]c2=O)cc1	3.3%	0.3%	2.4%	1.3%	.	-6.4%	0.3%	-5.4%	.
CCOc1ccc(-n2c(O)c(C=Nc3ccc(N(CC)CC)cc3)c(=O)[nH]c2=O)cc1	148.7%	-0.8%	2.7%	6.1%	8.0%	-3.0%	15.8%	10.7%	?
COc1cccc(NC(=O)CN2CC(c3ccccc3)CC2=O)c1 (configuration not stated)	28.0%	2.0%	-0.5%	-4.1%	8.8%	-2.0%	-5.8%	-6.8%	-2.2%
CN(CCOc1ccc(C=C2C(=O)NC(=O)NC2=O)cc1)c1ccccn1	2.7%	0.5%	?	-3.0%	30.1%	-3.3%	-8.0%	29.3%	46.0%
Cn1cccc1/C=C1\C(=O)NC(=O)N(Cc2ccccc2Cl)C1=O	15.0%	.	17.5%	0.1%	14.4%	-6.7%	1.3%	11.9%	2.7%
c1ccc2c(c1)Nc1ccccc1S2	-1.4%	0.1%	?	1.1%	18.5µM*	-4.6%	4.1%	9.4%	0.0%
COc1ccc(CCNCc2cccc(C(F)(F)F)c2)cc1OC	-1.1%	-1.4%	5.4%	5.5%	186µM*	0.0%	-6.4%	7.8%	-3.8%
C[C@]12CCC3[C@@H](CC[C@@H]4C[C@H](O)CC[C@]34C)[C@@H]1CCC2=O (some centres not stated)	.	-0.7%	-15.2%	.	-0.3%	.	.	.	-2.2%
CCCC(C)n1[nH]c(=O)c2c1NC(=O)CSC2c1ccc(OC)cc1 (configuration not stated)	1.0%	1.5%	12.4%	4.2%	3.9%	-3.9%	-7.2%	3.9%	-2.1%
SMILES	HIV fusion peptide	RSV antiviral HEp-2	SV40 large T antigen	Siah-1 displacement	Rac1 GTP hydrolysis	XIAP displacement	LYP phosphatase	AID2073	Dengue-2 NS5 capping	others
O=C(COC(=O)c1cccc(O)c1)Nc1ccc(Cl)cc1C(=O)c1ccccc1	0.2%	?	8.8%	6.1%	9.8%	-8.0%	1.2%	7.5%	4.4%
O=C(Cn1nc(-c2ccc(Cl)cc2)ccc1=O)N1CCC2(CC1)OCCO2	3.0%	1.3%	9.6%	8.6%	-5.2%	-2.4%	-7.9%	-4.3%	-7.1%
COCCn1cc(C(=O)N2CCC3(CC2)OCCO3)c2c3ccccc3n(C)c2c1=O	2.1%	0.7%	7.7%	1.8%	6.4%	-24.2%	1.7%	6.6%	-4.8%
CN1CCN(c2ccc(F)cc2N)CC1	1.1%	-1.8%	-2.9%	0.5%	3.8%	-0.7%	-2.5%	-11.3%	-2.3%
Cc1cc(Cl)ccc1OCCCC(=O)NCc1cccs1	2.6%	3.4%	3.5%	2.4%	4.6%	-21.8%	-0.5%	7.9%	-5.8%
COCCCN=Cc1c(O)[nH]c(=S)[nH]c1=O	1.8%	1.9%	5.3%	4.7%	1.1%	-4.1%	-1.1%	1.9%	-5.8%

A portion of the library; the hit share may differ from the screen's.
